# Screens as filed in PubChem.
# GalR3 antagonist = antagonists of human GalR3 | O60755 | HEK293 GalR3-CNG cAMP membrane potential fluorescence; galR3 body fused to GalR1 C-terminus | inhibition, % at 3 µM | hit rate 0.44% among 360,000;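 active = inhibition above the screen-wide average plus 3 SD, cut at about 13% in these data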;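 note: forskolin and galanin both at EC90 stimulate the cells; cAMP rise reported by CNG channel membrane potential dye signal; 0% = forskolin plus galanin with DMSO and 100% = forskolin alone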
# Target sequence (O60755 1-299 limits assumed): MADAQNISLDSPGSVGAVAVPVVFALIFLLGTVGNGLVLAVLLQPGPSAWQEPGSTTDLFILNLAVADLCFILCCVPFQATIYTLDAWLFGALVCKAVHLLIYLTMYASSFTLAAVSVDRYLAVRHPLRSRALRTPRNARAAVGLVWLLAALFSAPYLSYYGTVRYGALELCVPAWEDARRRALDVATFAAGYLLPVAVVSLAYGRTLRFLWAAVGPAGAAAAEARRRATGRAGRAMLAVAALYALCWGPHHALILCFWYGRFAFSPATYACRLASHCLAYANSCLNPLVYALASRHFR
# DNA FID counter = displaces DNA intercalator in HCV helicase counter-screen | inhibition, % at 7.9 µM | AID 1845 | DNA fluorescent intercalator displacement, fluorescence | hit rate 0.17% among 290,000; in the data active = inhibition above about 37%;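 note: 0% = vehicle and 100% = reference compound; higher means more ethidium bromide displaced from hairpin DNA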
# HCV NS3 hel inh = HCV NS3 helicase inhibition; NS3 helicase DNA unwinding, Cy5 molecular beacon fluorescence; inhibition, % at 10.9 µM; hit rate 0.56% among 290,000; AID 1800;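 active = inhibition above the mean of all tested compounds plus 3 SD, set per campaign, cut at about 35% in these data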;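 note: 0% = DMSO wells and 100% = thioflavine S control wells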
#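 Assay system – hepatitis C virus NS3 helicase domain fragment enzyme · Buffer or medium – MOPS pH 6.5, MgCl2, DTT, Tween20, BSA · Reagent – Cy5/quencher beacon DNA duplex and ATP to start · Compound – single 10.9 µM dose · Timing – 1 h at 25 °C · Technique – Cy5 beacon fluorescence read at start and 1 h · Measure – % inhibition of unwinding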
# OXTR agonist = agonists of human oxytocin receptor; P30559; CHO-OTR cells, Fluo-8 calcium fluorescence; normalized: DMSO 0%, oxytocin 100%; activation, % at 3 µM; hit rate 0.32% among 320,000;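 active = activation above the mean of all tested compounds plus 3 SD, cutoff set per screening run, cut at about 20% in these data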;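 note: peak over basal fluorescence ratio from a 100 s FLIPR kinetic read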
# Target sequence (P30559 whole entry, looked up): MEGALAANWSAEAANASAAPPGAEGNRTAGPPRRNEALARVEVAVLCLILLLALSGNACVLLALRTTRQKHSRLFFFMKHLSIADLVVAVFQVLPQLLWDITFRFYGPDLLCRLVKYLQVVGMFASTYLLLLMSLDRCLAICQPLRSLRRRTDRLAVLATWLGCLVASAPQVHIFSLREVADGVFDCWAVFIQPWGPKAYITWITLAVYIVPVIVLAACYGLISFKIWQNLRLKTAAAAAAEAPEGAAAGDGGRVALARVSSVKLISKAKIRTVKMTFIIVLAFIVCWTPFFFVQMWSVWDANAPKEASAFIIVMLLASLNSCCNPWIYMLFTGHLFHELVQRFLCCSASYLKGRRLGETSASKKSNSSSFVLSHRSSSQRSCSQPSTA
# V1aR counter = activates human V1a receptor in oxytocin agonist counter-screen. CHO-V1R cells, Fluo-8 calcium fluorescence, agonist mode; 0% DMSO, 100% 3 nM vasopressin. activation, % at 3 µM. hit rate 0.25% among 320,000. AID 2797;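 active = activation above the mean activation of all tested compounds plus 3 SD, per screening run, cut at about 20% in these data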;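 note: signal is peak over basal fluorescence ratio across a 100 second FLIPR read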
# GPR7 antag = human neuropeptides B/W receptor 1 antagonism | GPR7-expressing cells, fluorescence antagonist assay | inhibition, % at 4.4 µM | hit rate 1.1% among 290,000 | AID 1861; in the data active = inhibition above about 16%, passing the limit was not always enough;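 note: cells stimulated with the agonist NPW; 0% = agonist with vehicle and 100% = vehicle without agonist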
# VIM-2 inh = inhibitors of Pseudomonas aeruginosa VIM-2 metallo-beta-lactamase | purified VIM-2, nitrocefin hydrolysis, epi-absorbance fluorescence | hit rate 0.89% among 290,000 | inhibition, % at 5.6 µM;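 active = inhibition above the mean of all tested compounds plus 3 SD, cutoff set per screening run, cut at about 7.5% in these data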;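 note: red hydrolysis product quenches plate fluorescence so inhibitors raise well fluorescence; 0% = enzyme with DMSO and 100% = DMSO without enzyme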
# IMP-1 inh = inhibitors of Pseudomonas aeruginosa IMP-1 metallo-beta-lactamase; purified IMP-1, nitrocefin hydrolysis, epi-absorbance fluorescence; hit rate 0.45% among 290,000; inhibition, % at 5.6 µM;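 active = inhibition above the mean plus 3 SD of all compounds in the same screening run, cut at about 4.5% in these data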;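 note: 0% = IMP-1 with DMSO and 100% = DMSO wells lacking enzyme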
#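 Assay system: purified IMP-1; Quantity: IMP-1 0.2 nM before substrate addition; Medium: HEPES buffer pH 7.1 with ZnSO4 and Brij 35; Incubation: 15 min enzyme–compound preincubation, then 25 min nitrocefin reaction, 25 °C; Signal: fluorescence quenching readout, ex 480/em 530 nm; Controls: DMSO with and without IMP-1; Repeats: singlicate testing.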
# PHOSPHO1 inh = blocks human PHOSPHO1 phosphatase activity. recombinant PHOSPHO1, absorbance phosphatase assay. hit rate 1.1% among 290,000. Q8TCT1. inhibition, % at 13.3 µM; in the data active = inhibition above about 60%
# The depositor's hits bear a star; · = no result given.
1: CCOc1ccc(C(=O)Nc2cccc(NC(=O)c3cccs3)c2)cc1[N+](=O)[O-]
2: Cc1ccccc1Nc1c(-c2cccnc2)nc2ccc(Br)cn12
3: CCN1CCN(C(=O)c2ccc3c(=O)n(Cc4ccccc4OC)c(=S)[nH]c3c2)CC1
4: CCC(CC)c1nnc(NC(=O)c2ccc(N3CCCC3=O)cc2)s1
5: CCOc1ccccc1NC(=O)CNS(=O)(=O)c1ccc2nc(C)sc2c1
6: CC(C(=O)OCC(=O)Nc1ccc2c(c1)OCO2)N1C(=O)c2ccccc2C1=O (stereo unspecified)
7: O=C(CN1CCN(c2ccc(O)cc2)CC1)Nc1cc(S(=O)(=O)N2CCCCC2)ccc1Cl
8: CCOC(=O)c1[nH]c2c(c1C)C(=O)CC(c1ccco1)C2 (stereo unspecified)

Compound,1,2,3,4,5,6,7,8
GalR3 antagonist,-6,1,-2,-7,5,1,2,5
DNA FID counter,3,-28,11,-4,-19,-9,-20,-3
HCV NS3 hel inh,-7,-10,-32,0,5,-2,-7,13
OXTR agonist,·,3.1,4.5,0.4,-1.9,10,1.5,2.9
V1aR counter,·,-1.8,2.2,0.9,-1.3,8.0,3.2,2.4
GPR7 antag,-3,-5,-2,10,-14,12,0,10
VIM-2 inh,-5.9,0.5,-2.9,-1.5,0.7,-2.6,1.4,-1.8
IMP-1 inh,-6.3,-0.4,-1.7,-0.2,-2.7,-2.8,-2.1,-1.8
PHOSPHO1 inh,-7,16,8,17,-10,-30,-20,2

# 4 of these compounds, reformatted:
(1) CCOc1ccc(C(=O)Nc2cccc(NC(=O)c3cccs3)c2)cc1[N+](=O)[O-]
  GalR3 antagonist: -6
  DNA FID counter: 3
  HCV NS3 hel inh: -7
  OXTR agonist: ·
  V1aR counter: ·
  GPR7 antag: -3
  VIM-2 inh: -5.9
  IMP-1 inh: -6.3
  PHOSPHO1 inh: -7

(2) Cc1ccccc1Nc1c(-c2cccnc2)nc2ccc(Br)cn12
  GalR3 antagonist: 1
  DNA FID counter: -28
  HCV NS3 hel inh: -10
  OXTR agonist: 3.1
  V1aR counter: -1.8
  GPR7 antag: -5
  VIM-2 inh: 0.5
  IMP-1 inh: -0.4
  PHOSPHO1 inh: 16

(3) CCN1CCN(C(=O)c2ccc3c(=O)n(Cc4ccccc4OC)c(=S)[nH]c3c2)CC1
  GalR3 antagonist: -2
  DNA FID counter: 11
  HCV NS3 hel inh: -32
  OXTR agonist: 4.5
  V1aR counter: 2.2
  GPR7 antag: -2
  VIM-2 inh: -2.9
  IMP-1 inh: -1.7
  PHOSPHO1 inh: 8

(4) CCC(CC)c1nnc(NC(=O)c2ccc(N3CCCC3=O)cc2)s1
  GalR3 antagonist: -7
  DNA FID counter: -4
  HCV NS3 hel inh: 0
  OXTR agonist: 0.4
  V1aR counter: 0.9
  GPR7 antag: 10
  VIM-2 inh: -1.5
  IMP-1 inh: -0.2
  PHOSPHO1 inh: 17

# Other compounds follow.
9: O=C1Nc2ccc(C(F)(F)F)cc2N2CCCC12 (stereo unspecified)
10: S=c1[nH]c2ccccc2c2ccccc12
11: O=C(Nc1ccc2c(c1)OCO2)c1sc2cc(Cl)ccc2c1Cl
12: COc1cc(C2NC(=O)NC(C)=C2C(=O)NCc2ccccc2)c(Cl)cc1O (stereo unspecified)
13: O=C1CC(c2ccccc2)n2ncnc2N1 (stereo unspecified)
14: O=C(NCc1cccnc1)C1CC(c2cccc(Br)c2)=NO1 (stereo unspecified)
15: Cc1ccc(CN2C(=O)c3ccccc3C2C(=O)NCC2CCCO2)cc1 (stereo unspecified)
16: COC(C)(C)[C@]12CC(O)(C(C)C)ON1[C@H]1CCCCC1N2O (stereo partly specified)

Compound,9,10,11,12,13,14,15,16
GalR3 antagonist,·,2,-2,-3,-4,-10,5,-3
DNA FID counter,-5,-8,-5,-1,1,-4,-4,-1
HCV NS3 hel inh,-9,-9,5,-2,-3,4,4,1
OXTR agonist,-1.3,-1.4,0.2,-0.3,0.3,1.7,0.8,1.2
V1aR counter,0.6,-0.6,1.0,1.3,-0.7,3.6,0.8,0.0
GPR7 antag,-31,-6,11,-1,-8,-7,-4,-9
VIM-2 inh,-2.3,0.8,-0.9,1.0,-3.3,-2.0,-2.1,1.5
IMP-1 inh,-2.6,-2.4,-2.1,-2.6,-1.0,-3.1,-1.5,-1.3
PHOSPHO1 inh,-7,6,6,-12,-5,·,-12,-25

# Whole records, quoted from the list. Screens in order: GalR3 antagonist, DNA FID counter, HCV NS3 hel inh, OXTR agonist, V1aR counter, GPR7 antag, VIM-2 inh, IMP-1 inh, PHOSPHO1 inh
# `COc1cc(C2NC(=O)NC(C)=C2C(=O)NCc2ccccc2)c(Cl)cc1O` (stereo unspecified) across the screens: -3, -1, -2, -0.3, 1.3, -1, 1.0, -2.6, -12
# `O=C1CC(c2ccccc2)n2ncnc2N1` (stereo unspecified) across the screens: -4, 1, -3, 0.3, -0.7, -8, -3.3, -1.0, -5

# New compounds follow.
17: CC1CCN(C(=O)Cn2ncc3c([nH]c4ccccc43)c2=O)CC1
18: O=C(CSc1nnc(-c2ccc(OC(F)F)cc2)o1)NC(=O)NCc1ccco1
19: O=C(Nc1cccc([N+](=O)[O-])c1)Nc1ccc2c(c1)OCCO2
20: CCCCC(=O)Oc1cc(C)[nH]c(=O)c1[N+](=O)[O-]
21: COc1ccc(-c2cc(=O)oc3cc(O)ccc23)cc1
22: COc1cccc(C2CC(c3cccs3)=NN2C(=O)CSc2nc3ccccc3s2)c1OC (stereo unspecified)
23: CCCCNC(=S)N/N=C/c1ccccc1F
24: COc1ccccc1CNC(=O)CSc1nc2ccccc2c(=O)n1CCCN1CCOCC1
25: CCn1cc(S(=O)(=O)CC(=O)Nc2ccc3c(c2)OCCO3)c2ccccc21

Compound,17,18,19,20,21,22,23,24,25
GalR3 antagonist,-4,1,3,-1,-6,-4,0,4,1
DNA FID counter,-36,-10,10,8,-4,-8,-9,-6,-11
HCV NS3 hel inh,-2,5,9,3,-8,-8,2,-4,-8
OXTR agonist,3.0,-1.4,4.7,0.8,2.7,-1.1,-2.6,-1.0,-1.2
V1aR counter,3.2,-0.8,9.7,1.2,3.7,-0.4,0.3,-0.7,-0.5
GPR7 antag,-7,-7,-10,5,13,1,-12,-7,2
VIM-2 inh,-3.2,-5.8,-2.3,0.6,8.6*,-2.3,-4.2,-2.5,-2.2
IMP-1 inh,-3.3,-4.0,-1.7,-2.5,-0.9,-5.9,-3.8,-3.2,-0.7
PHOSPHO1 inh,-3,74*,41,30,15,-61,-14,38,7
